Compound activity (PubChem)
HEK293 NOD2/NF-kB: NOD2 signaling inhibitors, cell-based, luminescence, uHTS, HEK293 (AID 1566). HEK293 NOD2/NF-kB luciferase reporter, luminescence; higher % means a stronger effect. inhibition, % at 4 µM; hits with a dose series show EC50 in µM. 290,000 tested, 0.63% active; in the data active = inhibition above about 50%; note: many of its hits are not listed in these tables
Hep lipid drop: modulators of hepatic lipid droplet formation | AML12 mouse hepatocytes, oleate lipid droplets, BODIPY imaging | inhibition, % at 6.5 µM | 240,000 tested, 0.4% active;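 active = lipid droplet intensity inhibited by at least 50%, with more than 500 cells counted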
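Assay system: AML12 hepatocytes (mouse) / Also added: 100 µM oleic acid challenge / Times: overnight treatment with compound plus oleate / Detection: high-content imaging of BODIPY-stained droplets and DAPI nuclei / Evaluation: % inhibition of lipid droplet signal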
Hep lipid drop cells 6.5 µM: second read-out of Hep lipid drop, no call of its own (marks repeat the call); cell count; measured here: cell count, cytotoxicity flag;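 cells counted across two imaged fields per well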
Numbers without * were called inactive. This is a subset (hit frequency here may not be typical).

SMILES	HEK293 NOD2/NF-kB	Hep lipid drop	Hep lipid drop cells 6.5 µM
CCc1cccc(OCC2Cn3c(nc4c3c(=O)[nH]c(=O)n4C)O2)c1 (configuration not stated)	7%	6	765
CC1CCN(C(=O)CSc2nnc(CNC(=O)c3c(F)cccc3F)o2)CC1	9%	-1	896
COC(=O)CN1C(=O)[C@H]2[C@@H](c3ccc(C)o3)N3C(=O)CN(Cc4ccccc4)C(=O)[C@@]3(C)[C@H]2C1=O	18%	-8	788
Cc1cc(C)cc(C(=O)Nc2ccc(N3CCN(C(=O)c4ccco4)CC3)cc2)c1	14%	15	825
CCOC(=O)C1CCCN(C(=O)c2cc3cc4ccc(OC)cc4nc3o2)C1 (configuration not stated)	2%	14	724
Cc1ccc(S(=O)(=O)c2nc(S(C)(=O)=O)sc2N2CCOCC2)cc1	18%	-25	675
Cc1ncccc1C(=O)N1CCCC(CCC(=O)N2CCN(c3ccccn3)CC2)C1 (configuration not stated)	-6%	13	746
CCS(=O)(=O)c1nc(S(=O)(=O)c2ccc(Cl)cc2)c(N2CCCC2)s1	10%	-2	765
COc1ccc(Cc2nnc(NC(=O)CS(=O)(=O)c3ccc(C)cc3)s2)cc1OC	9%	20	711
CCOC(=O)c1sc(N2C(=O)C(O)=C(C(=O)c3ccc(C)o3)C2c2cccc([N+](=O)[O-])c2)nc1C (configuration not stated)	48%	16	848
COc1ccccc1C(=O)N/C(=C/c1ccc(Br)cc1)C(=O)NCCCn1ccnc1	12%	-11	661
CCOc1ccc(N/C=C/C(=O)c2cc(OC)c(OC)c(OC)c2)cc1	11%	-3	825
O=C(C1CCCO1)N1CCN(C(=S)Nc2cc(F)cc(F)c2)CC1 (configuration not stated)	-1%	6	862
CCc1ccc(N(C(=O)CNC(=O)c2ccco2)C(C(=O)NC2CCCC2)c2cccnc2)cc1 (configuration not stated)	-9%	-28	696
CC1CCCCN1CCCNc1ccc(C(CC(N)=O)NC(=O)Cc2ccc(Cl)cc2)cc1[N+](=O)[O-] (configuration not stated)	5%	10	790
CCc1ccc(NC(=O)C2CCN(c3c(N4CCCC4)c(=O)c3=O)CC2)cc1	23%	-2	762
COc1ccc2c(c1)c(C(=O)N/N=C/c1cccs1)c(C)n2C	13%	6	758
CC(CNS(=O)(=O)c1ccc2c(c1)CC(=O)N2C)c1ccccc1 (configuration not stated)	22%	-3	737
CS(=O)(=O)N1CCCC(C(=O)Nc2ccccc2F)C1 (configuration not stated)	11%	3	767
COCC1CCCCN1C(=O)c1ccc(OC2CCN(Cc3ccccn3)CC2)cc1 (configuration not stated)	-5%	-1	838
CC(C)(C)OC(=O)NN1CC(=O)N2[C@@H](Cc3c([nH]c4ccccc34)C2(C)C)C1=O	4%	-13	725
CCCCN(C(=O)CCn1c(=O)oc2ccccc21)c1ccccc1	10%	-3	669
O=C(Nc1ccc(N2CCOCC2)c(Cl)c1)c1cccc(-n2cnnc2)c1	12%	15	655
CN(c1ccccc1)S(=O)(=O)c1ccc(C(=O)N2CCCC(C(F)(F)F)C2)cc1 (configuration not stated)	12%	12	820
CCCc1nnc(SCC(=O)Nc2nccs2)o1	0%	9	726

Some entries already given, reduced to Hep lipid drop:
canonical_smiles | Hep lipid drop
CCOc1ccc(N/C=C/C(=O)c2cc(OC)c(OC)c(OC)c2)cc1 | -3
CCc1ccc(N(C(=O)CNC(=O)c2ccco2)C(C(=O)NC2CCCC2)c2cccnc2)cc1 (configuration not stated) | -28

Continued.
SMILES	HEK293 NOD2/NF-kB	Hep lipid drop	Hep lipid drop cells 6.5 µM
C=C(C)CSc1nc2sc3c(c2c(=O)n1-c1ccc(C)cc1)CCN(C)C3	-2%	0	819
CN(C)S(=O)(=O)c1cccc(NC(=O)c2c[nH]c3ccccc23)c1	-5%	6	803
Cc1c(OC(C)C(=O)NCCCN2CCCC2=O)ccc2c3c(c(=O)oc12)CCCC3 (configuration not stated)	-9%	-18	802
COC(=O)Nc1c(-c2ccccc2)nc2ccc(Cl)cn12	8%	-1	758
O=C(Nc1ccc(C(F)(F)F)cc1)C1CCN(c2cnccn2)CC1	12%	4	760
COc1cc(Cc2nccc3cc(OC)c(OC)cc23)c(S(=O)(=O)O)cc1OC	-10%	-8	833
O=c1[nH]c2ccccc2nc1Cc1ccc([N+](=O)[O-])cc1	9%	-1	736
O=C(Cn1ncc2c3ccccc3n(Cc3ccccc3)c2c1=O)NCCCN1CCCC1	20%	-11	652
Cc1c(CCC(=O)NC2CC2)c(=O)oc2cc(O)ccc12	6%	-2	845
Cn1cc(/C=C(\NC(=O)c2ccccc2Cl)C(=O)NCCCN2CCOCC2)c2ccccc21	30%	-1	674
COc1ccc(CCN=C(N)NS(=O)(=O)c2ccc(F)cc2)cc1OC	4%	-7	771
COc1ccc(S(=O)(=O)c2c(O)c3ccc(C(=O)Nc4cccc(F)c4)cc3[nH]c2=O)cc1	19%	32	768
Cc1[nH]c2ccccc2c1/C=N\NC(=O)c1ccco1	4%	0	681
O=C(CSc1ncnc2sc3c(c12)CCC3)N1CCOCC1	-3%	-12	796
Cc1cccc(N2CCN(C(=O)C3CCC(=O)N(C4CC4)C3)CC2)c1C (configuration not stated)	8%	-3	758
O=C(O)c1cccc(S(=O)(=O)N2CCN(Cc3ccc4c(c3)OCO4)CC2)c1	-12%	20	780
CCn1ncc([N+](=O)[O-])c1C(=O)Nc1c(C)cccc1C	11%	14	813
O=S(=O)(c1ccccc1)N1CCN(C/C=C/c2ccccc2)CC1	-2%	0	835
CC(NC(=S)NC1CCCCC1)c1ccccc1 (configuration not stated)	39%	-17	820
CC(=O)Nc1ccc(NC(=O)c2c(-c3ccccc3)noc2C)cn1	3%	-8	800
Cc1cc(OC(=O)c2cccc(Cl)c2)c([N+](=O)[O-])c(=O)[nH]1	15%	-7	723
CCC(C)[C@H](NC(=O)[C@@H]1Cc2ccccc2CN1)C(=O)NCc1ccc(OC)cc1 (some centres not stated)	18%	-2	784
O=C(Nc1ccc(F)cc1F)N1CCN(C(=O)c2ccco2)CC1	4%	-4	824
CN(CCCC(=O)NCCc1ccccc1)S(=O)(=O)c1ccc([N+](=O)[O-])cc1	2%	-9	860
O=C1COc2ccc(S(=O)(=O)Nc3cccc(Cl)c3)cc2N1	9%	-16	632
More structures:
SMILES	HEK293 NOD2/NF-kB	Hep lipid drop	Hep lipid drop cells 6.5 µM
FC(F)(F)c1ccccc1CN1CCC(Cc2ccccc2)CC1	9%	-5	782
CCc1cc(=O)[nH]c(SCc2cccnc2)n1	8%	0	710
Cc1ccc(C(=O)N/N=C/c2c[nH]c3ccccc23)o1	-6%	3	795
COc1ccc(NC(=O)c2cc(-c3cccs3)on2)c(OC)c1	43%	-3	843
O=C1c2ccccc2S(=O)(=O)N1Cc1ccccc1[N+](=O)[O-]	7%	12	817
O=[N+]([O-])c1ccc(NCc2ccncc2)cc1	-15%	-10	871
COc1cccc(C2/C(=C(\O)c3ccc4c(c3)OCCO4)C(=O)C(=O)N2CC2CCCO2)c1 (configuration not stated)	1%	4	656
COc1ccc(S(=O)(=O)NCC(=O)N(CC(=O)NCc2ccco2)Cc2ccccc2)cc1	9%	-12	753
CCc1nn(CC(=O)NCCCN2CCN(C)CC2)c(=O)c2cc3sc(C)cc3n12	8%	-2	733
CCCN1C2CCCC1CC(NC(=O)c1cc(OC)cc(OC)c1)C2 (configuration not stated)	7%	4	768
O=C(NCc1ccc(F)cc1)c1ccc(CS(=O)Cc2ccccc2Cl)o1 (configuration not stated)	15%	-46	658
CN(C(=O)CCNC(=O)N1CC(=O)Nc2ccccc21)C1CCCCC1	8%	-6	753
COc1ccccc1CCNC(=O)c1cc(COc2cccc(C(F)(F)F)c2)on1	32%	-5	663
CC(C)c1ccc(NC2CCCN(C(=O)c3ccoc3)C2)cc1 (configuration not stated)	23%	-19	729
Cc1c(NC(=O)Nc2cc(Cl)ccc2Cl)c(=O)n(-c2ccccc2)n1C	-10%	-33	648
COc1ccc(C(=O)N2CCSCC2)cc1OC1CCN(C(C)=O)CC1	-6%	-4	735
O=C(NCCNS(=O)(=O)c1ccccc1)c1ccc([N+](=O)[O-])cc1	-7%	12	825
CCC(=O)N1CCc2cc(S(=O)(=O)CCC(=O)N3CCN(c4ccccc4F)CC3)ccc21	22%	-3	712
O=C(Nc1ccccc1C(=O)NCCc1ccc(O)cc1)c1ccco1	-2%	3	802
CN(C)N=Nc1ccc(S(=O)(=O)/N=C(\O)c2ccccc2)cc1	5%	0	790
COc1ccc(Oc2nc3c(c(=O)n(C)c(=O)n3C)n2C)cc1	26%	1	772
O=C(NCCc1cccs1)c1ccc(CS(=O)Cc2ccc(Cl)cc2)o1 (configuration not stated)	-1%	-13	709
COc1ccc(CNC(=O)COc2cccnc2[N+](=O)[O-])cc1OC	-1%	-8	818
Cc1ccccc1CNS(=O)(=O)c1csc(C(N)=O)c1	21%	10	683
COc1ccc(C(=O)NC2CCN(CC(=O)NC3CCCCC3)CC2)cc1	7%	2	822
Carrying on.
SMILES	HEK293 NOD2/NF-kB	Hep lipid drop	Hep lipid drop cells 6.5 µM
Cc1ncc([N+](=O)[O-])n1CC(=O)Nc1ccc(OC(F)(F)Cl)cc1	1%	-3	807
COCC(=O)N(Cc1cc2cc(C)ccc2[nH]c1=O)c1ccccc1	10%	-1	844
CC1CCN(CCCNC(=O)CN2C(=O)CSc3ccc(S(=O)(=O)N4CCC(C)CC4)cc32)CC1	6%	-1	717
O=C(CSc1nnc(NC(=O)c2ccco2)s1)Nc1ccccc1Cl	7%	1	868
CCCOc1ccc(-c2c(C(=O)N/N=C/C3CCCCC3)nnn2-c2nonc2N)cc1	0%	-1	679
CCOC(=O)C(CC)n1cnc2c(nnn2-c2ccccc2)c1=O (configuration not stated)	-6%	4	775
Cc1ccc(C2=NN(C(=O)CCC(=O)O)C(c3cccc([N+](=O)[O-])c3)C2)cc1 (configuration not stated)	2%	3	823
COc1ccc(C(C(=O)NC(C)(C)C)N(CCc2ccc(OC)c(OC)c2)C(=O)CCC(=O)Nc2cc(C)on2)cc1 (configuration not stated)	-7%	3	683
COc1ccc(CN(C)S(=O)(=O)c2nnc(NC(=O)c3ccccc3Br)s2)cc1	34%	8	722
Cc1ccc(C(=O)CCS(=O)(=O)c2ccc(F)cc2)cc1	-5%	1	904
Cc1ccc(NC(=S)N2CCC(NC(=O)C3CCCCC3)CC2)cc1C	12%	23	844
Cc1ccsc1CN(C(=O)c1ccc([N+](=O)[O-])cc1)C1CCS(=O)(=O)C1 (configuration not stated)	5%	-10	767
COc1ccccc1/C=C1\SC(=O)N(CCC(=O)N2CCCCC2CCO)C1=O (configuration not stated)	25%	-1	674
COc1ccccc1-n1cc(-c2ccccc2)c2c(=S)nc[nH]c21	16%	-4	551
COc1ccc(/C=N\NC(=O)c2ccccc2F)cc1COc1ccc(F)cc1	0%	-6	843
COc1ccc(NC(=O)C2CCN(S(=O)(=O)c3ccc4c(c3)NC(=O)C(C)S4)CC2)cc1 (configuration not stated)	26%	-3	645
CC1=C(C(=O)OCc2ccccc2)C(c2ccccc2)NC(=O)N1CCCC(=O)O (configuration not stated)	-23%	9	781
COc1cc(CN2CCN(CCCc3ccccc3)CC2CCO)cc(OC)c1 (configuration not stated)	-34%	3	832
Cc1ccccc1-n1ncc2c(SCC(=O)NC3CCCC3)ncnc21	47%	13	564
O=C(O)c1ccccc1Nc1ccc2nonc2c1[N+](=O)[O-]	-1%	-13	813
COc1ccccc1CCC(=O)Nc1ncc(C)s1	-29%	-14	802
CN(C(=O)CCNC(=O)Cn1cnc2ccccc2c1=O)c1ccc(F)cc1	8%	-3	729
CC(C)c1nc(CNC(=O)CC2C(=O)NCCN2Cc2cccc(F)c2F)cs1 (configuration not stated)	9%	-7	810
O=C(c1cc(-c2ccc(Cl)cc2Cl)on1)N1CCCCCC1	-133%	8	526
CCC(CC)c1nnc(NC(=O)CN2C(=O)NC3(CCCC3)C2=O)s1	-5%	-8	860
CCN1CCN(c2nnc(-c3ccccc3)c3ccccc23)CC1	-7%	3	814
CC1Cc2ccccc2N1Cc1cccc([N+](=O)[O-])c1 (configuration not stated)	-1%	3	809
O=C(NCc1ccco1)c1ccc(Cl)cc1[N+](=O)[O-]	8%	4	830

Entries from the list above that contain a furan ring, fused or not (15):
SMILES	HEK293 NOD2/NF-kB	Hep lipid drop	Hep lipid drop cells 6.5 µM
COC(=O)CN1C(=O)[C@H]2[C@@H](c3ccc(C)o3)N3C(=O)CN(Cc4ccccc4)C(=O)[C@@]3(C)[C@H]2C1=O	18%	-8	788
Cc1cc(C)cc(C(=O)Nc2ccc(N3CCN(C(=O)c4ccco4)CC3)cc2)c1	14%	15	825
CCOC(=O)C1CCCN(C(=O)c2cc3cc4ccc(OC)cc4nc3o2)C1 (configuration not stated)	2%	14	724
CCOC(=O)c1sc(N2C(=O)C(O)=C(C(=O)c3ccc(C)o3)C2c2cccc([N+](=O)[O-])c2)nc1C (configuration not stated)	48%	16	848
CCc1ccc(N(C(=O)CNC(=O)c2ccco2)C(C(=O)NC2CCCC2)c2cccnc2)cc1 (configuration not stated)	-9%	-28	696
Cc1[nH]c2ccccc2c1/C=N\NC(=O)c1ccco1	4%	0	681
O=C(Nc1ccc(F)cc1F)N1CCN(C(=O)c2ccco2)CC1	4%	-4	824
Cc1ccc(C(=O)N/N=C/c2c[nH]c3ccccc23)o1	-6%	3	795
COc1ccc(S(=O)(=O)NCC(=O)N(CC(=O)NCc2ccco2)Cc2ccccc2)cc1	9%	-12	753
O=C(NCc1ccc(F)cc1)c1ccc(CS(=O)Cc2ccccc2Cl)o1 (configuration not stated)	15%	-46	658
CC(C)c1ccc(NC2CCCN(C(=O)c3ccoc3)C2)cc1 (configuration not stated)	23%	-19	729
O=C(Nc1ccccc1C(=O)NCCc1ccc(O)cc1)c1ccco1	-2%	3	802
O=C(NCCc1cccs1)c1ccc(CS(=O)Cc2ccc(Cl)cc2)o1 (configuration not stated)	-1%	-13	709
O=C(CSc1nnc(NC(=O)c2ccco2)s1)Nc1ccccc1Cl	7%	1	868
O=C(NCc1ccco1)c1ccc(Cl)cc1[N+](=O)[O-]	8%	4	830
